Source: PubChem BioAssay
TCR CD3 inh: human TCR-CD3 binding inhibition; TAMRA-labeled TCR probe fluorescence, biochemical; inhibition, % at 9.4 µM; 360,000 tested, 0.37% active; in the data active = inhibition above about 19%;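 also: recombinant mutant TCR 2C K166C tagged with TAMRA read by polarization; 0% = receptor in buffer alone and 100% = receptor with positive control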
LEDGF integ inh: blocks HIV-1 LEDGF/p75-dependent DNA integration; TR-FRET IN-LEDGF/p75 DNA integration, Eu/Cy5; inhibition, % at 3.7 µM; 370,000 tested, 0.64% active; AID 743269;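 active = inhibition above the screen-wide mean plus 3 SD, cut at about 13% in these data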;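 also: signal is the Cy5 over europium emission ratio at 671 and 618 nm; 0% = plate median of compound wells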
PRMT1 FP inh: blocks human protein arginine methyltransferase 1; recombinant PRMT1, activity-based probe fluorescence polarization; Q99873; inhibition, % at 2.79 µM; 370,000 tested, 1.3% active;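 active = inhibition above about 21% made by adding two undisclosed values, limit read from the data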
Target sequence (Q99873 whole entry, looked up): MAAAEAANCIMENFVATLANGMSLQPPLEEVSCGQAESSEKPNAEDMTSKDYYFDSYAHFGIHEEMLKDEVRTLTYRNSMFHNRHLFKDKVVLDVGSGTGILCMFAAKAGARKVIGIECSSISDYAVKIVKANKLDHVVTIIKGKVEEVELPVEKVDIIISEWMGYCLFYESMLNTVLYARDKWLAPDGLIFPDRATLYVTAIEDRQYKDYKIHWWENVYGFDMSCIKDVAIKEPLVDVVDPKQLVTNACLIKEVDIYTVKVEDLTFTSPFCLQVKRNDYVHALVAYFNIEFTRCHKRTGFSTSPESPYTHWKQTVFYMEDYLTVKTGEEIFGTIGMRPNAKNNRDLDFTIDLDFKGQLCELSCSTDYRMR
PG9 Ab binder: binds the HIV-1 gp120 antibody PG9. TR-FRET gp120-PG9 antibody binding. 360,000 tested, 0.43% active. AID 624416. inhibition, % at 6.7 µM; in the data active = inhibition above about 8.5%
rCAG binder: molecules binding r(CAG) RNA repeats. r(CAG) RNA repeat, TO-PRO-1 dye displacement fluorescence. inhibition, % at 3 µM. 370,000 tested, 1.3% active. AID 651821;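 active = inhibition above the plate cutoff, the mean of all test compounds on that plate plus 3 SD, cut at about 35% in these data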;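 also: 0% = DMSO alone and 100% = 100 µM mitoxantrone as full dye displacement; higher means more dye released from RNA so lower well fluorescence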
Rev-erbA mod: Rev-erb alpha (human) modulation; P20393; Rev-erbα–FITC-DNA binding, fluorescence polarization, 90 min; activity, % at 10 µM; 370,000 tested, 0.79% active; AID 1259318;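 active = activity above about 14%, limit read from the data; passing the limit was not always enough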;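 also: 0% = DMSO wells with 35 nM protein and 100% = DMSO wells with 750 nM protein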
Target sequence (P20393 whole entry, looked up): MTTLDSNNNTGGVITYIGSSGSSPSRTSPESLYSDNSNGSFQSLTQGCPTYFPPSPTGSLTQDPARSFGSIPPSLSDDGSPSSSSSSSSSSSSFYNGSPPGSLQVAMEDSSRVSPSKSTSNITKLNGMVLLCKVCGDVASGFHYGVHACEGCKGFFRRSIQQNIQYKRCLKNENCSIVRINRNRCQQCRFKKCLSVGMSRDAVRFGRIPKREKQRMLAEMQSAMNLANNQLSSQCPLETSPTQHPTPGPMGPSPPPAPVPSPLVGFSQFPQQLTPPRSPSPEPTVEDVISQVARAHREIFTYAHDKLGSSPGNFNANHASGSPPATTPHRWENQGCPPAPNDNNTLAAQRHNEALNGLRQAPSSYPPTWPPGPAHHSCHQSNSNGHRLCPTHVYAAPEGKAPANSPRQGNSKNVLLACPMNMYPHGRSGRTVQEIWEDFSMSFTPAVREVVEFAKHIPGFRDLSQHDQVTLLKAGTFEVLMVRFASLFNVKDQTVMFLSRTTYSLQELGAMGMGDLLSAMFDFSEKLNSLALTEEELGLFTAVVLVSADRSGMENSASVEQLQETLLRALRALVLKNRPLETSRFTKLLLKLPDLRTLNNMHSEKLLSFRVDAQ
ABHD4 inh: inhibitors of mouse ABHD4 | purified mABHD4, FP-Rh probe fluorescence polarization | inhibition, % at 8.92 µM | 370,000 tested, 0.54% active | AID 720543;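 active = inhibition exceeding the mean over every tested compound plus 3 SD, cut at about 30% in these data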;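 also: 0% = plate median of compound wells and 100% = S159A mutant with DMSO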
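Test system: mABHD4 protein | Buffer or medium: HEPES pH 7.0 buffer, 150 mM NaCl, 0.01% Pluronic F-127 | Probe or stimulus: FP-Rh fluorescent activity-based probe, added after compound pre-incubation | Timing: Pre-incubation 45 min, probe exposure 60 min, at 25 °C | Technique: Fluorescence polarization, excitation 525 nm, emission 598 nm, BODIPY TMR filters | Repeats: Single well per compound (singlicate)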
HTRA1 inh: HTRA1 (human) protease inhibition; Q92743; recombinant HTRA1, FP-rhodamine activity-based probe, fluorescence polarization; inhibition, % at 5.96 µM; 340,000 tested, 0.5% active; AID 504803; in the data active = inhibition above about 36%;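 also: 0% = enzyme with DMSO and 100% = wells lacking enzyme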
SIAE primary: inhibitors of human sialic acid acetylesterase SIAE; Q9HAT2; SIAE FP-Rh probe binding, fluorescence polarization; inhibition, % at 9.66 µM; 370,000 tested, 0.69% active;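 active = inhibition above a cutoff: mean of compounds within the control limits plus 3 SD of those, cut at about 17% in these data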;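 also: 0% = plate median of compound wells and 100% = probe without SIAE protein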
TDP2 absorb: blocks human TDP2 phosphodiesterase activity; O95551; recombinant TDP2, T5PNP hydrolysis, p-nitrophenol absorbance 415 nm; inhibition, % at 12.8 µM; 370,000 tested, 0.34% active;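 active = inhibition above the mean of all tested compounds plus 3 SD, set per campaign, cut at about 25% in these data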;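 also: 0% = DMSO with enzyme and 100% = buffer with substrate but no TDP2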
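System – recombinant human TDP2 · Quantity – TDP2 enzyme at 120 nM final · Doses – single concentration, 12.8 µM nominal, with 1% DMSO · Incubation – 2 h at 37 °C · Measured by – epi absorbance of p-nitrophenol freed from T5PNP by hydrolysis · Read-out – % inhibition relative to enzyme-containing and enzyme-free wells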
* marks the source's active call; other numbers are inactive results; x = not tested or not shown; & = joins results of further samples.

SMILES	LEDGF integ inh	Rev-erbA mod	ABHD4 inh	TDP2 absorb	PG9 Ab binder	rCAG binder	SIAE primary	PRMT1 FP inh	HTRA1 inh	TCR CD3 inh
Cc1ccc2nc(NCC(=O)O)nc(-c3ccccc3)c2c1	1	0	-1	0	2.3	5	5	0	-6	-1
O=P(c1ccccc1)(c1ccccc1)C(O)c1ccco1 (stereo unspecified)	4	0	-3	-11	-1.1	3	-7	1	4	2
COc1c2ccoc2nc2c(OC)c(OC[C@@H](O)C(C)(C)O)ccc12	-2	0	0	-5	-2.5	0	-2	-2	1	3
Cc1nc2cc(C(=O)OCC(=O)NC3CCS(=O)(=O)C3)ccc2n1-c1ccccc1 (stereo unspecified)	-3	2	1	-12	2.2	8	-6	4	2	0
Cc1cccc(C)c1NC(=O)CN(C)CC(=O)Nc1ccc(F)c(Cl)c1	1	-2	-2	-9	1.0	-2	-3	3	-11	1
CCOC(=O)/C=c1\s/c(=C(\C#N)C(N)=O)n(-c2ccccc2)c1=O	4	-2	-3	13	-1.3	3	9	-6	3	-3
C[C@@H]1CN([C@@H](C)CO)C(=O)c2cccc(NS(=O)(=O)c3cccs3)c2O[C@H]1CN(C)Cc1ccc(C(F)(F)F)cc1	-1	1	7	4	-0.7	-4	1	-1	-4	6
COc1ccc(N2CCN(C(=O)COCc3cc(-c4ccc5c(c4)OCO5)on3)CC2)cc1	0	1	3	2	1.2	0	10	2	-10	-2
COc1cccc(CNC(=O)c2cccc(NC3=NC4CS(=O)(=O)CC4S3)c2)c1 (stereo unspecified)	3	-1	-2	12	-1.9	1	3	-2	-3	7
O=C(COc1ccccc1)c1ccccc1	0	0	3	6	3.3	2	-3	-3	4	-8
CCOP(=O)(OCC)C(Nc1ccc(F)cc1)c1ccccc1 (stereo unspecified)	4	-2	-6	-6	-3.3	-6	5	-1	x	-2
COCC(=O)N1CCC(C(=O)NC2CCCc3ccccc32)CC1 (stereo unspecified)	1	8	1	-3	x	1	-2	-2	x	x
O=C(CSc1nnc(Cn2c(=O)sc3ccccc32)n1-c1ccccc1)N1CCCC1	-2	2	7	5	2.3	1	-2	-3	6	2
Cc1snc(SCc2ccc(F)cc2)c1C#N	-3	6	-1	-5	1.3	-1	-3	7	0	-8
CCCCc1ccc(S(=O)(=O)N2CCN(C(=O)c3ccco3)CC2)cc1	2	8	-2	-9	0.0	-1	-3	-1	-3	-5
Cc1cccc(NC(=O)Cn2c(=O)n3nc(CCn4nc(C)cc4C)nc3c3ccccc32)c1	2	-4	-6	-8	-2.5	1	-4	-2	-26	9
N#Cc1cccn1-c1nccs1	3	-6	-5	2	0.7	-2	-2	-4	3	8
CCOC(=O)N1CCC(NC(=O)CCC(=O)c2ccccc2)CC1	-4	-3	0	0	-1.6	-2	8	-3	1	4
CC(C)NC(=O)CCCn1c(=S)[nH]c2cc3c(cc2c1=O)OCO3	0	-2	0	-9	1.0	1	-5	-2	5	10
CC1CCN(C2=C(NS(=O)(=O)c3ccc(Br)cc3)C(=O)c3ccccc3C2=O)CC1	-4	-4	41*	8	-3.5	7	8	2	36*	-2
CCO[C@@H]1OC(C(=O)N2CCN(Cc3ccccc3)CC2)=C[C@H](c2cn(C(C)=O)c3ccccc23)[C@H]1CCCO	-2	-2	-4	-7	0.6	-5	-2	-4	-9	5
COc1cc2c3c(c1)/C(=C1/SC(=S)NC1=O)C(=O)N3C(C)(C)C=C2C	1	-5	20	-3	-3.0	10	7	-1	9	2
COc1ccc(Cn2c(=O)[nH]c3cc(OC)c(OC)cc3c2=O)cc1	1	-6	3	6	0.3	-3	-7	8	-2	-1
Cc1nc2c(ccc3nc(NC(=O)c4ccc5c(c4)OCCO5)sc32)s1	2	56*	-10	-13	0.8	9	-43	2	-38	-1
CCOc1ncccc1C(=O)Nc1ccc2c(c1)OCO2	-2	-4	-3	10	-0.7	-2	-9	0	1	3

(more compounds)
SMILES	LEDGF integ inh	Rev-erbA mod	ABHD4 inh	TDP2 absorb	PG9 Ab binder	rCAG binder	SIAE primary	PRMT1 FP inh	HTRA1 inh	TCR CD3 inh
CC1Cc2ccccc2N1CC(=O)NC(=O)NCc1ccccc1 (stereo unspecified)	-1	-1	-4	-1	-1.3	-6	3	2	-3	7
COC(=O)CSc1ccc2nnc(CCNS(=O)(=O)c3ccc(C)cc3)n2n1	0	4	4	4	1.1	0	-1	-2	-2	10
CCOc1ccccc1C(C(=O)NC1CCCC1)N(Cc1ccco1)C(=O)CNC(=O)c1ccco1 (stereo unspecified)	4	2	-5	-1	-1.0	-6	-5	0	-4	2
CCN1C(=O)CS/C1=N\S(=O)(=O)c1ccc(Cl)cc1	7	-1	-3	2	-0.7	4	1	-6	-1	-3
C=CCN(CC=C)CCOc1cc(C)ccc1[N+](=O)[O-]	-3	-4	14	8	0.1	-4	1	1	-2	2
CCOC(=O)c1c(S(=O)(=O)NCC(=O)Nc2ccccc2F)c(C)n(C)c1C	-3	-9	3	25*	-2.1	0	0	0	9	5
C[C@@H]1CN(c2ccc(N3CCN(C(=O)OC(C)(C)C)C[C@@H]3C)cc2C#N)C[C@H](C)O1	3	-1	-6	-11	-0.4	2	0	-2	x	6
CN(C)S(=O)(=O)c1cccc(NC(=S)NCCc2ccccn2)c1	0	9	-2	3	-1.7	-1	9	-4	3	-1
O=C(COc1ccc(C(=S)N2CCCC2)cc1)Nc1ccccc1C(F)(F)F	-9	2	1	4	-1.7	-12	-4	6	5	-2
CC1CCCN(CC(=O)Nc2cc(S(=O)(=O)N3CCOCC3)ccc2N2CCCC2)C1 (stereo unspecified)	4	-6	-1	13	0.1	0	9	1	-1	-2
O=C(NCc1nnnn1-c1ccc(Cl)cc1)c1ccc([N+](=O)[O-])o1	0	-2	4	-2	-1.4	2	1	2	3	1
CCOc1ccc(C(=O)NC(=S)Nc2cccc(NC(=O)c3ccco3)c2)cc1[N+](=O)[O-]	3	-1	-47	-5	0.1	20	-13	1	-43	-3
CCn1c(SCC(=O)Nc2ccccc2N2CCOCC2)nnc1-c1ccccc1O	-5	-1	8	-5	0.7	-2	-2	0	7	11
Cc1cc(C)cc(Nc2ccc([N+](=O)[O-])nc2[N+](=O)[O-])c1	5	-3	-6	-12	-1.0	1	6	0	-2	0
COc1ccc(NS(=O)(=O)c2ccc(C)c(C(=O)NNC(=O)c3csc(N4CCOCC4)n3)c2)cc1	-1	-3	-6	-24	-1.9	-1	-6	-1	4	-14
Cc1cc(C)n(-c2nnc(NC34CC5CC(CC(C5)C3)C4)nn2)n1	-5	1	29	5	-1.2	1	1	1	7	-5
Cc1cc2c3c([nH]c2cc1S(=O)(=O)N1CCC2(CC1)OCCO2)CC(C)(C)CC3=O	-1	-3	13	2	4.4	1	1	0	-4	-3
COc1cccc(C(=O)N[C@@H](CC(C)C)C(=O)N2CCC[C@H]2C(=O)NCc2ccccc2)c1	2	-7	4	-6	-1.4	-2	0	-4	x	2
CCC(C)(C(=O)NC1CCCC1)N(C(=O)c1cnccn1)c1ccccc1 (stereo unspecified)	-2	-8	-1	8	-1.2	0	1	-2	10	2
Cc1cc(NC(=O)c2cnn3c(C(F)(F)F)cc(-c4ccc(Br)cc4)nc23)no1	2	3	4	5	0.1	1	-1	0	0	2
O=C(CN1CCC(NC(=O)Cc2ccccc2)CC1)Nc1cccc2ccccc12	-1	1	-2	4	-0.1	-7	1	-2	-5	1
O=C(Nc1ccccc1)OC[C@@H]1C=CS(=O)(=O)N1Cc1ccc(Br)cc1	2	2	-7	-2	-2.4	3	2	-2	x	0
CCC(=O)c1ccc(OCC(=O)Nc2nc(C)cs2)cc1	-1	-1	-2	-3	0.7	3	-12	1	0	2
CC1CCN(c2oc(-c3ccccc3Cl)nc2C#N)CC1	0	-4	2	3	-2.1	-1	1	-1	-40	-1
CC(=O)c1c(C)nc(-c2ccc(Cl)cc2)nc1N	1	-5	1	-6	-2.3	-3	5	2	4	0

Additional entries:
SMILES	LEDGF integ inh	Rev-erbA mod	ABHD4 inh	TDP2 absorb	PG9 Ab binder	rCAG binder	SIAE primary	PRMT1 FP inh	HTRA1 inh	TCR CD3 inh
O=C(O)CCCC(=O)Nc1ccc(Cl)c(Cl)c1	-1	2	-1	3	-1.4	2	-1	0	5	-2
COc1ccc(CCNC(=O)CCc2ccc(S(=O)(=O)NCC(C)C)cc2)cc1	-1	0	1	5	1.7	-6	9	3	-1	-7
Cc1ccccc1NC(=O)NCCN1C(=O)C2C3C=CC(C3)C2C1=O (stereo unspecified)	-1	7	4	5	-1.3	1	2	1	1	6
CCc1ccc(C(O)c2ncc(-c3ccc(C)cc3)[nH]2)cc1 (stereo unspecified)	-3	-4	7	-1	-3.0	0	2	2	x	-6
C/C(=N\NC(=O)c1nnn(-c2nonc2N)c1CN1CCOCC1)c1ccc(CC(C)C)cc1	-3	-1	-1	2	0.8	-1	-2	6	-4	-13
CC(C)(C)S(=O)(=O)N1C[C@H]2CC(=O)C(CCO)=C2[C@@H]1CCO	3	1	9	2	-0.8	4	1	-1	x	13
C[C@H](CO)N1C[C@H](C)[C@@H](CN(C)Cc2cccc(O)c2)OCc2cnnn2CCCC1=O	-3	-5	3	2	-0.9	0	4	4	4	-2
CC(C)Oc1ccc2c(c1)OC(c1ccccc1)(C(F)(F)F)NC2=O (stereo unspecified)	-2	-3	-7	-6	0.6	-6	8	-2	-3	1
O=C(COc1cccnc1[N+](=O)[O-])Nc1cc(Cl)ccc1Cl	0	-14	-2	-2	0.3	2	7	-2	-3	5
Cc1cc(F)ccc1C(O)c1ncc(-c2cccc3ccccc23)[nH]1 (stereo unspecified)	-2	8	-9	-2	-1.1	2	2	-1	x	-5
CC(C)NC(=O)c1cccc2c(-c3ccc(F)c(F)c3)coc12	-5	5	-4	-19	-0.3	1	-5	10	x	-3
Cc1nc2nc(CSc3nnc(C)s3)cc(=O)n2[nH]1	3&-1	-4&1	-10&1	-9&5	-3.0&-1.6	2&3	-6&4	0&-1	4&12	1&4
COc1ccc(C(=O)NC(=S)NNC(=O)c2ccccc2C)cc1	-6	-1	-1	10	-0.3	6	16	0	7	3
Cc1c(C(=O)N(Cc2ccccc2)C2CCS(=O)(=O)C2)oc2ccccc12 (stereo unspecified)	1	-2	-5	0	-0.5	0	4	0	-1	3
COc1ccc(-n2c(SCC(=O)N3CCN(c4ccccc4)CC3)nc3c(c2=O)SCC3)cc1	4	7	-11	-10	-1.2	9	-6	7	1	2
CCOC(=O)Cc1nn(Cc2ccccc2)c(=O)c2ccccc12	-1	1	2	0	0.2	-7	-3	1	-4	5
Cc1ccccc1N1C(=O)c2ccccc2C1O (stereo unspecified)	-5	0	3	-16	-0.2	0	1	5	1	-5
O=C(/C=C/c1ccccc1)NCC(=O)N/N=C/c1ccco1	4	2	-6	-21	-2.7	5	-5	-3	4	4

Some of the compounds tested (hit frequency here may not be typical).
